Screening data: PubChem, several laboratories
rCAG RNA binder: molecules binding r(CAG) RNA repeats; hit rate 1.3% among 370,000; inhibition, % at 3 µM; AID 651821; r(CAG) RNA repeat, TO-PRO-1 dye displacement fluorescence;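 active = inhibition above the plate cutoff, the mean of all test compounds on that plate plus 3 SD, cut at about 35% in these data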;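 also: 0% = DMSO alone and 100% = 100 µM mitoxantrone as full dye displacement; higher means more dye released from RNA so lower well fluorescence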
SIAE inh: blocks human sialic acid acetylesterase | SIAE FP-Rh probe binding, fluorescence polarization | inhibition, % at 9.66 µM | hit rate 0.69% among 370,000 | AID 1053197;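 active = inhibition above a cutoff: mean of compounds within the control limits plus 3 SD of those, cut at about 17% in these data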;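 also: 0% = plate median of compound wells and 100% = probe without SIAE protein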
NPR2 activator: GC-B (human) receptor activation | HEK293-GC-B cells, CNP EC30, cGMP TR-FRET; 0% at EC30 CNP, 100% saturating CNP | hit rate 0.11% among 370,000 | activation, % at 10 µM | P20594;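 active = activation at 10 µM reaching about 35% in either raw or pattern-adjusted values, limit read from the data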
Target sequence (P20594 whole entry, looked up): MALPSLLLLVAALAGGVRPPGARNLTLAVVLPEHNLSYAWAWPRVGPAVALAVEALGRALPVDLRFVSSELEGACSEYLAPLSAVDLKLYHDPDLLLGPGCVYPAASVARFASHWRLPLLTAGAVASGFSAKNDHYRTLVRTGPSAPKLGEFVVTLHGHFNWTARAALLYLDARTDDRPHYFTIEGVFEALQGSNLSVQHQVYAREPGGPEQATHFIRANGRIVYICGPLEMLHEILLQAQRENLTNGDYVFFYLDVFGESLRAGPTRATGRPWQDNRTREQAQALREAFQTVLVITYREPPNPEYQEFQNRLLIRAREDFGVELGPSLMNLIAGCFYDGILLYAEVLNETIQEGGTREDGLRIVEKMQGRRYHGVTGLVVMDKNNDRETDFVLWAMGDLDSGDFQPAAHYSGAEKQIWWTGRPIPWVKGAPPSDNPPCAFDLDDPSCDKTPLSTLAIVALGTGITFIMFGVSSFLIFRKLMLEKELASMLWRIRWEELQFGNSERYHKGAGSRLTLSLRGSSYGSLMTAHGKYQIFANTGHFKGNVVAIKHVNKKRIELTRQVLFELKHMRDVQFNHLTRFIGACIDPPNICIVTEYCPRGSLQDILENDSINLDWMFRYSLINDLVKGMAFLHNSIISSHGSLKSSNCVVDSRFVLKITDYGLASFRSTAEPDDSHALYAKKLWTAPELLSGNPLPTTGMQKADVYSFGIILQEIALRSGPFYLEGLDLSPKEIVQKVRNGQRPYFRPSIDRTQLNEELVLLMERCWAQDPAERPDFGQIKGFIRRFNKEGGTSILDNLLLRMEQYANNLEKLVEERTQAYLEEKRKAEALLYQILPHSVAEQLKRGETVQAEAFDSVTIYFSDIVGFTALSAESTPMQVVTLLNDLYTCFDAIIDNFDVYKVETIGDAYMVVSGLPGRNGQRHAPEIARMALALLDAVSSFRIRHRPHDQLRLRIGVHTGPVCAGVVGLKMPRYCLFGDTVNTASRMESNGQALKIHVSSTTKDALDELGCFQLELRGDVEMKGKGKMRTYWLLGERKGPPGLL
PRMT1 FP inh: inhibitors of human PRMT1 | inhibition, % at 2.79 µM | hit rate 1.3% among 370,000 | recombinant PRMT1, activity-based probe fluorescence polarization | Q99873;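 active = inhibition above about 21% made by adding two undisclosed values, limit read from the data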
TDP2 absorb: TDP2 (human) inhibition, absorbance primary screen; hit rate 0.34% among 370,000; recombinant TDP2, T5PNP hydrolysis, p-nitrophenol absorbance 415 nm; inhibition, % at 12.8 µM;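 active = inhibition above the mean of all tested compounds plus 3 SD, set per campaign, cut at about 25% in these data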;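 also: 0% = DMSO with enzyme and 100% = buffer with substrate but no TDP2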
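System – recombinant human TDP2 · Quantity – TDP2 enzyme at 120 nM final · Doses – single concentration, 12.8 µM nominal, with 1% DMSO · Incubation – 2 h at 37 °C · Measured by – epi absorbance of p-nitrophenol freed from T5PNP by hydrolysis · Read-out – % inhibition relative to enzyme-containing and enzyme-free wells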
ABHD4 inh: ABHD4 (mouse) inhibition, primary FP screen; Q8VD66; purified mABHD4, FP-Rh probe fluorescence polarization; inhibition, % at 8.92 µM; hit rate 0.54% among 370,000; AID 720543;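 active = inhibition exceeding the mean over every tested compound plus 3 SD, cut at about 30% in these data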;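 also: 0% = plate median of compound wells and 100% = S159A mutant with DMSO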
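Assay system: wild-type mouse ABHD4 protein; compound: single nominal dose of 8.92 µM, 0.89% DMSO final; schedule: 45 min + 60 min at 25 °C; measured by: FP readout, ex 525 nm / em 598 nm; evaluation: % inhibition of FP-Rh probe binding versus controls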
LEDGF integ inh: blocks HIV-1 LEDGF/p75-dependent DNA integration; TR-FRET IN-LEDGF/p75 DNA integration, Eu/Cy5; inhibition, % at 3.7 µM; hit rate 0.64% among 370,000; AID 743269;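 active = inhibition above the screen-wide mean plus 3 SD, cut at about 13% in these data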;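 also: signal is the Cy5 over europium emission ratio at 671 and 618 nm; 0% = plate median of compound wells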
MBD2 inh: MBD2-methylated oligo binding inhibition. Q9UBB5. TR-FRET, MBD2 binding to methylated oligonucleotide. inhibition, % at 4.4 µM. hit rate 0.31% among 370,000. AID 686964; in the data active = inhibition above about 13%
HTRA1 inhibitor: inhibitors of human serine peptidase HTRA1; Q92743; recombinant HTRA1, FP-rhodamine activity-based probe, fluorescence polarization; inhibition, % at 5.96 µM; hit rate 0.5% among 340,000; AID 504803; in the data active = inhibition above about 36%;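 also: 0% = enzyme with DMSO and 100% = wells lacking enzyme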
TCR CD3 inh: blocks the human TCR-CD3 interaction. hit rate 0.37% among 360,000. TAMRA-labeled TCR probe fluorescence, biochemical. inhibition, % at 9.4 µM; in the data active = inhibition above about 19%;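 also: recombinant mutant TCR 2C K166C tagged with TAMRA read by polarization; 0% = receptor in buffer alone and 100% = receptor with positive control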
Numbers without * were called inactive; nt = not tested or not shown.

SMILES	rCAG RNA binder	SIAE inh	NPR2 activator	PRMT1 FP inh	TDP2 absorb	ABHD4 inh	LEDGF integ inh	MBD2 inh	HTRA1 inhibitor	TCR CD3 inh
CN(CCN(C)C(=O)c1[nH]cnc1C(=O)Nc1ccccc1)C(=O)c1[nH]cnc1C(=O)Nc1ccccc1	2	6	3	0	0	2	-1	-2	-1	-4
CC1CN=C(N(C(=O)Nc2ccccc2)C(C)C)S1 (stereo not given)	0	-5	1	-3	-1	3	-4	5	-1	-2
CC(NCc1cccc(S(=O)(=O)N(C)C)c1)c1ccc(F)cc1 (stereo not given)	2	4	0	-3	-8	6	2	2	3	-1
Cc1cc(C)cc(NC(=O)CSc2ncc(S(=O)(=O)c3ccccc3)c(=O)[nH]2)c1	61*	9	1	-3	5	-10	0	-1	nt	6
O=C(CSc1nc2cc(S(=O)(=O)N3CCOCC3)ccc2o1)NC1CCCc2ccccc21 (stereo not given)	5	-3	7	30*	6	5	0	3	2	-2
NS(=O)(=O)c1ccc(CCNC(=O)CSc2nc3ccsc3c(=O)n2C2CC2)cc1	1	-7	7	3	-7	-2	-9	5	-3	0
CCc1ccccc1Nc1nc(N)nc(CSc2nnc3ccccn23)n1	-1	-12	-2	5	5	-2	0	3	1	6
CCN(CC(=O)Nc1c(F)cccc1F)C(=O)/C=C/c1ccc(S(=O)(=O)N2CCCCCC2)cc1	4	-7	10	-1	1	-3	-1	6	-11	6
CC(C)N1CCC(NC(=O)Nc2ccc3c(c2)OCO3)CC1	-1	4	4	-3	9	9	3	-1	4	-4
O=C1[C@H]2[C@@H](c3ccc(F)cc3)N3C(=O)N(c4cccc(F)c4)C(=O)[C@@]3(Cc3ccc(Cl)cc3)[C@H]2C(=O)N1C1CCCCC1	1	-26	-10	-1	-6	-4	2	0	4	7
O=C(NNS(=O)(=O)c1ccccc1)c1ccc(F)cc1	-1	1	1	4	16	1	-2	2	7	-3
COc1ccc(OCCCN2CCCC(C)C2)cc1 (stereo not given)	-4	1	1	3	-6	5	4	3	10	4
COc1cccc(OCc2cc(C(=O)N(Cc3ccccc3)CC3CC3)no2)c1	-3	-4	-1	-2	-10	-12	1	0	-29	3
CC(C)C[C@H](NC(=O)c1ccccc1)C(=O)N1CCC[C@H]1C(=O)NCc1ccccc1	1	1	-3	0	-4	2	0	-3	nt	-1
O=C(CCN1C(=O)/C(=C/c2cccs2)SC1=S)Nc1cccc(O)c1	13	1	6	-4	-3	-5	-2	3	-28	9
CC1(C)CC(=O)CC(=Nc2ccc3[nH]c(=O)[nH]c3c2)C1	1	8	3	8	-2	2	3	5	5	0
Brc1ccc(-c2csc(-c3c[nH]c4ccccc34)n2)cc1	18	4	-12	0	-4	2	6	-5	27	-4
O=C(CCC1CCCN(c2ncccn2)C1)N1CCN(c2ccccn2)CC1 (stereo not given)	-7	2	0	-3	-1	0	0	-5	2	-1
CCOC(=O)COc1ccc2c(c1)c(C(C)=O)c(C)n2-c1ccccc1	-2	-7	9	-3	-16	-7	6	-4	-5	-4
CC(=O)N/N=C(\C)c1ccc2c(c1)OCCO2	-3	0	1	-2	-10	-2	2	-1	12	7
COc1ccccc1NC(=O)Cn1ncc2c1-c1ccccc1OC2	1	-7	0	6	1	7	-6	3	-2	1
CC(C)=CCCC(C)CN1CCC(N2CCC(C(=O)NC(C)C)CC2)CC1 (stereo not given)	-6	-1	1	0	8	2	2	-6	3	7
CC1C=CCC2C(=O)N(c3ccc(Cl)cc3O)C(=O)C12 (stereo not given)	-3	-2	5	-2	0	-2	-1	1	8	7
Cc1ccccc1CSc1nnc(C)c(=O)n1N	-1	-2	1	-5	3	-7	4	1	1	2
O=C(CSc1cn(CCNC(=O)c2cccs2)c2ccccc12)NC1CCCC1	1	-5	-2	-3	-6	-6	-3	0	-5	-1
Cn1nccc1C(=O)Nn1cnnc1	1	6	-2	-1	-4	-2	-2	-4	1	0
Cc1nnc(N2C(=O)c3cccc4c([N+](=O)[O-])ccc(c34)C2=O)s1	-1	0	5	6	-11	9	4	-2	18	-7
COc1ccc(CC(=O)O/N=C(\N)c2ccncc2)cc1	-2	1	-2	1	-2	-7	4	-3	4	0
COc1ccc(OC)c(-c2csc(NC(=O)C3=COCCO3)n2)c1	0	-8	-3	0	1	16	-3	4	-15	5
CC(=O)c1cc(CN2CCN(Cc3ccccc3)C(CCO)C2)cs1 (stereo not given)	-4	-2	1	3	3	1	-4	2	-6	-3
Cc1ccccc1N=C1SC(CC(=O)Nc2ccc3ccccc3c2)C(=O)N1Cc1ccccn1 (stereo not given)	12	-120	2	0	0	-107	-3	-6	-94	-3
COc1cccc(NC(=O)c2cc([N+](=O)[O-])ccc2N2CCN(C)CC2)c1	-1	4	1	-2	-8	6	-4	-1	-2	3
Cc1ccc(NC(=O)COC(=O)/C=C/c2ccco2)cc1S(=O)(=O)N(C)C	8	-12	1	21*	7	-1	7	3	-12	6
CCCCCCn1cnc2c(oc3nc4c(cc32)CCCC4)c1=O	0	-1	2	2	-1	3	0	-7	-2	3
Cn1c(CN2CCOCC2)c(C#N)c2ccccc21	-1	-2	0	3	1	-4	7	-1	0	4
CCOC(=O)N1CCC(n2c(SCC(=O)Nc3nccs3)nc3ccsc3c2=O)CC1	-2	2	0	0	8	4	2	-2	6	10
CCOC(=O)C(C)(C)C(=O)C(C)(C)C(O)c1ccccn1 (stereo not given)	1	3	1	1	4	1	0	-10	-2	7
CCN1CCN(C(=O)c2ccc(CS(=O)(=O)Cc3ccccc3F)o2)CC1	-2	4	6	-3	11	-2	1	2	5	7
COc1ccccc1CNC(=O)[C@@H]1CCCN1C(=O)C1CCN(S(=O)(=O)c2ccc(C)cc2)CC1	-6	14	1	1	4	4	2	-3	-1	-2
CCN(CC)C(=O)c1ccc(COc2ccccc2Cl)cc1	-8	4	-2	-2	-7	3	2	-2	-8	3
O=C1O[C@H](CO)[C@@H](O)[C@H](O)[C@H]1O	0	-6	0	6	1	7	4	6	2	-7
Cc1cccc(N(CC(O)CON=C2c3ccccc3-c3ccccc32)S(C)(=O)=O)c1 (stereo not given)	3	-23	-6	0	-14	-33	-2	0	-68	2
Cc1ccc(S(=O)(=O)NCC(c2ccc3c(c2)OCO3)N2CCOCC2)cc1 (stereo not given)	-5	1	1	3	-3	5	-1	4	0	-5
CCN1CCN(S(=O)(=O)c2ccc(Cl)c(C(=O)NC3CC3)c2)CC1	0	-6	1	1	4	1	-3	2	5	-7
CC(=O)N1CCN(C(=O)c2ccc(S(=O)(=O)Nc3cccc(C(F)(F)F)c3)cc2)CC1	4	3	-4	3	-4	0	-5	6	8	1
COc1ccc(Cl)cc1S(=O)(=O)N1CCC(C(=O)NC2CCCC2)CC1	-5	5	0	-2	11	1	-1	-1	-2	-3
c1ccc(Cn2ccc3ccc(-c4ccc5ccn(Cc6cccc(Oc7ccccc7)c6)c5c4)cc32)cc1	27	-1	-3	1	7	11	4	2	nt	nt
CCN(CC)S(=O)(=O)c1cccc(C(=O)OCC(=O)NCc2ccccc2OC)c1	-11	-1	-1	-1	-1	2	0	7	-9	5

Some of the entries so far, in CSV form.
structure,rCAG RNA binder,SIAE inh,NPR2 activator,PRMT1 FP inh,TDP2 absorb,ABHD4 inh,LEDGF integ inh,MBD2 inh,HTRA1 inhibitor,TCR CD3 inh
CCOC(=O)C(C)(C)C(=O)C(C)(C)C(O)c1ccccn1 (stereo not given),1,3,1,1,4,1,0,-10,-2,7
CC(=O)N1CCN(C(=O)c2ccc(S(=O)(=O)Nc3cccc(C(F)(F)F)c3)cc2)CC1,4,3,-4,3,-4,0,-5,6,8,1
CCN(CC)C(=O)c1ccc(COc2ccccc2Cl)cc1,-8,4,-2,-2,-7,3,2,-2,-8,3
COc1ccccc1CNC(=O)[C@@H]1CCCN1C(=O)C1CCN(S(=O)(=O)c2ccc(C)cc2)CC1,-6,14,1,1,4,4,2,-3,-1,-2

More compounds follow:
SMILES	rCAG RNA binder	SIAE inh	NPR2 activator	PRMT1 FP inh	TDP2 absorb	ABHD4 inh	LEDGF integ inh	MBD2 inh	HTRA1 inhibitor	TCR CD3 inh
CSc1nc2nc3c(c(=O)n2[nH]1)CCCC3	2	0	1	3	8	3	0	-2	1	-2
COc1ccccc1C(=O)N/C(N)=N/c1nc2ccccc2o1	3	-17	-6	0	-3	6	-1	3	-3	2
CCN(CC(=O)Nc1ccc(OC)cc1)C(=O)c1ccc(N2C(=O)CCC2=O)cc1	0	-1	-3	2	-4	5	-4	5	8	-5
Cc1ccc(S(=O)(=O)NCCC(=O)N2CCCCCCC2)cc1C	1	-11	0	-2	-13	-7	6	-6	-3	-3
CCOc1ccc(NC(=O)Cn2ncc3ccccc32)cc1	-1	-6	3	6	-14	-10	12	5	-20	-5
CCOc1ccc(C(CC(=O)O)NC(=O)c2sc3ccccc3c2Cl)cc1 (stereo not given)	29	2	3	-1	6	-1	3	1	-6	-3
COc1ccc(S(=O)(=O)N2CCCOC2CNC(=O)C(=O)NCCCN2CCOCC2)cc1C (stereo not given)	-3	-3	-2	-1	-8	3	0	-1	-2	-5
CCOC(=O)C1=C(C)Nc2ncnn2C1c1ccc2c(c1)OCO2 (stereo not given)	-6	-2	-1	-5	15	6	2	-2	5	-4
Cc1ccc(C(=O)NCC(=O)N2CCCN(S(=O)(=O)c3ccc(C)cc3)CC2)cc1	-5	-1	-6	4	-6	-3	-4	0	-1	-10
CCOC(=O)C1CCN(c2ncnc3c2c(-c2ccccc2)cn3-c2ccc(C)cc2)CC1	1	4	-5	2	5	-3	1	-2	3	-7
Cc1ccc([C@@H]2C[C@H]3[C@@H](CN2S(=O)(=O)c2ccc(Cl)cc2)C(=O)C[C@@H](c2cccc(Cl)c2)N3S(=O)(=O)c2ccc(C)cc2)cc1	14	-32	4	-3	-4	-4	2	-4	-22	3
Cn1c(N2CCCCC2)cc(=O)n(C)c1=O	4	-3	-1	0	9	5	-1	0	0	-6
O=C(C1CC1)N1CCc2cc(Br)cc(S(=O)(=O)NCc3ccccn3)c21	6	4	-4	-2	1	-4	6	1	0	3
Cc1ccccc1CN(C)CC(=O)NC(C)CCc1ccccc1 (stereo not given)	-10	6	-4	-3	2	-4	1	-5	-9	0
O=C(O)/C(=C/c1ccc(Cl)c([N+](=O)[O-])c1)c1ccc(S(=O)(=O)N2CCCCC2)s1	89*	-20	8	39*	-7	10	6	-2	1	8
COc1cc(/C=N/NC(=O)c2ccc(N3CCCC3=O)cc2)ccc1O	-1	10	-3	-1	0	1	-4	-1	3	5
COc1ccc(Nc2cccccc2=O)cc1	-2	3	1	1	-9	1	-3	-2	3	0
CC(=O)c1c(N2CCN(Cc3ccc4c(c3)OCO4)CC2)nc(=S)n(-c2ccccc2)c1C	-3	8	-3	3	-10	9	3	-1	-12	3
Cc1ccc(C(C(=O)NC2CCCC2)N(C(=O)CNC(=O)c2ccco2)c2ccccc2)o1 (stereo not given)	-5	1	-6	4	-1	4	0	-2	1	5
O=S(=O)(NC1=NCCCCC1)c1ccccc1Cl	2	-2	4	-3	14	-2	3	-3	-3	2
NC(=O)COC(=O)c1ccc(C(=O)C(=O)c2ccccc2)cc1	2	0	-5	-1	6	-1	3	-1	nt	1
COc1ccccc1C(=O)N(C1=NC(C)CS1)c1ccc(Cl)cc1 (stereo not given)	0	0	-10	1	-1	-5	1	4	-9	0

Some of the compounds tested; the hit share may differ from the screen's.
